# CDK5 inh: CDK5/p35 (human) kinase inhibition; Q00535+Q15078; Recombinant CDK5/p35, ADP-Glo luminescence, 60 min; inhibition, % at 10 µM; 330,000 compounds, 0.01% hits; AID 488839;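 active = highest replicate inhibition of at least 50% and at least 75% of replicates reaching 50%; inconclusive = only one of the two criteria met; inactive = both criteria failed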;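 note: plate controls were DMSO neutral control for no effect and GW8510 at 10 µM for full effect; many of its hits are not listed in these tables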
# Arrestin-AP2 inh: blocks beta-arrestin peptide binding to AP2 adaptin; AID 504490; FITC-arrestin peptide / GST-AP2 beads, flow cytometry; AP2 beta2 appendage carries R879A mutation; 340,000 compounds, 0.31% hits; inhibition, % at 10 µM;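 active = inhibition above a set limit, near 3 SD of compounds lacking own fluorescence, cut at about 54% in these data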;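 note: plate controls were DMSO wells for no effect and 5 µM unlabelled arrestin peptide for full effect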
#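 Material – GST-tagged AP2 beta2-adaptin appendage (R879A) on 4 µm glutathione beads · Probe or stimulus – fluorescein-tagged arrestin peptide at 50 nM final · Timing – 12 min plus 1 h, RT · Detection – bead flow cytometry, FITC channel · Read-out basis – inhibition as reduced fluorescein signal on beads, percent · Medium – PBS plus Tween 20 (0.05%) and BSA (0.1%)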
# Mot1-301 SUMO: SUMOylation pathway inhibition by Mot1-301 growth rescue. S. cerevisiae Mot1-301 growth rescue, ATP luminescence, 38.5C; percent above DMSO median, 100 means doubled. growth rescue, % at 18.8 µM. 320,000 compounds, 1% hits. AID 2716;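 active = every valid replicate shows activation above 250% relative to neutral control wells; inactive = the rest, any valid replicate at or below 250%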;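 note: OY570 slx delta 5 strain wells were the positive control but not used for scaling; some compounds called inactive have numbers as strong as hits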
# PKA-R1A act: PKA-R1A complex activation. P00514+P68181. PKA-R1A dissociation, Cy5-IP20 fluorescence polarization; scaled: DMSO 0%, 113 µM cGMP 100%. activation, % at 11.4 µM. 340,000 compounds, 0.083% hits. AID 504707;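 active = percent activation above the mean of all tested compounds plus 3 SD, cut at about 19% in these data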;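 note: higher means more PKAc released from R1A so a rise in polarization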
# DSG3 Ab inh: blocks pemphigus antibody binding to human desmoglein-3. P32926. DSG3-coupled beads, scFv-anti-DSG3-GFP binding, flow cytometry; active compounds read low. binding (percent of control), % at 10 µM. 310,000 compounds, 0.48% hits. AID 588358;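 active = binding more than 3 SD below its plate's average and above zero; inconclusive = below that plate limit but binding exactly zero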;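 note: hits lower antibody fragment binding to DSG3; some compounds called inactive have numbers as strong as hits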
# MITF TRPM1 HTS: increases MITF-driven TRPM1 promoter luciferase signal; AID 588334; activation, % at 12.5 µM; SK-MEL-5 TRPM1-promoter luciferase, 24 h; % of positive control, neutral wells = 0; 300,000 compounds, 0.75% hits;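 active = mean activation of at least 80% with every replicate also reaching 80%; inconclusive = mean reaches 80% but some replicate falls short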;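 note: 0% = neutral control wells and 100% = parthenolide positive control wells; values of inactives mirror those of a sister screen read the other way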
# SR-BI DiI inh: inhibitors of mouse SR-BI mediated HDL lipid uptake; inhibition, % at 12.5 µM; 320,000 compounds, 0.96% hits; Q61009; ldlA[mSR-BI] CHO cells, DiI-HDL uptake fluorescence, 3 h;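 active = mean replicate inhibition of at least 70% and a set share of replicates each scoring 70 or more; inconclusive = meets just one of the two criteria; inactive = fails both criteria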;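 note: 0% = median of neutral control wells and 100% = median of positive control wells; values of inactives mirror those of a sister screen read the other way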
# NSD2 HMT inh: NSD2 (human) methyltransferase inhibition | inhibition, % at 12.5 µM | NSD2 peptide methylation, AlphaScreen, 120 min | 310,000 compounds, 0.54% hits | O96028; in the data active = inhibition above about 50%
# Target sequence (O96028 whole entry, looked up): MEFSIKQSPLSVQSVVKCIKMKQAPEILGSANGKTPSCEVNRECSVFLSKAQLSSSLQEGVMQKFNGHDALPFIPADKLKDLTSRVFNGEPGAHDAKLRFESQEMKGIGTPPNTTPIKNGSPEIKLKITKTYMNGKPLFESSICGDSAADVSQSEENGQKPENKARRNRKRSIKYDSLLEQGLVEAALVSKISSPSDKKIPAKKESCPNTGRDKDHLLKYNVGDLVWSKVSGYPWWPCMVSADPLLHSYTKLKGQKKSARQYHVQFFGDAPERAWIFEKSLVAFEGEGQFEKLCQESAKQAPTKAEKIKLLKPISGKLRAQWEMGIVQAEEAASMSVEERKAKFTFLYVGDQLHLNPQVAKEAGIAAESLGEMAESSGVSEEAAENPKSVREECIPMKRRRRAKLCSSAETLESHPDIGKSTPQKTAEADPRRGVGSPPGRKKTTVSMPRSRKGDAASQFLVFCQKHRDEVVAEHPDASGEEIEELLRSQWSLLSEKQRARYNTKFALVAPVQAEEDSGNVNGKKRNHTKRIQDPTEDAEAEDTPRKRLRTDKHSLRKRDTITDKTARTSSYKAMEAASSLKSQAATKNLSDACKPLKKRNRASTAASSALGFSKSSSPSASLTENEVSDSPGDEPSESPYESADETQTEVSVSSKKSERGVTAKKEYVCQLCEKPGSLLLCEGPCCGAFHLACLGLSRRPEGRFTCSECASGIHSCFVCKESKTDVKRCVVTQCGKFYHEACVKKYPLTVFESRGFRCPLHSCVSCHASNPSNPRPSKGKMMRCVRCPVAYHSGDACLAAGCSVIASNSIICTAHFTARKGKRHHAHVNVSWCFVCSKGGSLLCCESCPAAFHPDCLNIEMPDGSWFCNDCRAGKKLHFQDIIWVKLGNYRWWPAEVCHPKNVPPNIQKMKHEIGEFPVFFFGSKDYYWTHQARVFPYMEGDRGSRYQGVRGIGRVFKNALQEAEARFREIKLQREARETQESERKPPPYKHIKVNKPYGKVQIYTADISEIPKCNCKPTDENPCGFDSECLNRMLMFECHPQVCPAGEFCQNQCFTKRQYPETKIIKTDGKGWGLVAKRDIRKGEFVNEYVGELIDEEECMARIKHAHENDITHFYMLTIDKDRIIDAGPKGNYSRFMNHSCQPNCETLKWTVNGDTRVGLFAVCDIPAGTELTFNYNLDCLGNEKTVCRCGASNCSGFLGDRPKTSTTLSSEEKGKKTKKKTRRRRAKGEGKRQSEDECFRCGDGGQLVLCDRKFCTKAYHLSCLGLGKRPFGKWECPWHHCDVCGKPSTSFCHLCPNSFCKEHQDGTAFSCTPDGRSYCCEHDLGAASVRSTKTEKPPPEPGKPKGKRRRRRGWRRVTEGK
# PKA-R2B act: activates the human PKA-R2B holoenzyme complex. AID 504700. activation, % at 11.4 µM. 340,000 compounds, 0.079% hits. P22694+P31323. PKA-R2B holoenzyme dissociation, Cy5-IP20 fluorescence polarization; R2B truncated from residue 108, S112A mutant; 0% DMSO only, 100% 113 µM cGMP;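 active = activation above a cutoff set at the mean over all compounds plus 3 SD, cut at about 18% in these data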;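 note: higher means more holoenzyme dissociation and a rise in polarization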
# SR-BI DiI-HDL act: activators of SR-BI mediated HDL lipid uptake; activation, % at 12.5 µM; 320,000 compounds, 0.096% hits; CHO ldlA[mSR-BI] cells, DiI-HDL uptake fluorescence, 3 h; 100 = double the neutral-control signal;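 active = mean replicate activation of at least 60% and every replicate at or above 60%; inconclusive = mean or all-replicate condition met, but not both; inactive = mean below 60% and not all replicates reaching 60%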;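 note: 0% = median plate neutral-control signal and 100% = twice that signal; values of inactives mirror those of a sister screen read the other way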
#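 Material: SR-BI-overexpressing, LDLR-lacking CHO cells | Dosing: Single compound concentration, delivered by pin transfer | Probe or stimulus: Labelled HDL, 10 µg/mL | Signal: Bottom-read cell fluorescence after medium removal, ex 550/em 595 nm | Schedule: 3 h, 37 °C | Evaluation: HDL uptake via cellular fluorescence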
# dFosB act: mouse delta FosB homodimer activation. P13346. purified delta FosB, TAMRA-CDK5 oligo fluorescence polarization; percent of positive-control signal above neutral wells. activation, % at 25 µM. 340,000 compounds, 0.99% hits;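 active = mean activation above about 17%, with every replicate also reaching it, limit read from the data, passing the limit was not always enough; inconclusive = only one of the two conditions met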;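 note: fluorescence polarization rise as delta FosB binds a TAMRA Cdk5 AP-1 oligo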
# The depositor's hits bear a star; ? = inconclusive; / = not tested or not shown.
SMILES,CDK5 inh,Arrestin-AP2 inh,Mot1-301 SUMO,PKA-R1A act,DSG3 Ab inh,MITF TRPM1 HTS,SR-BI DiI inh,NSD2 HMT inh,PKA-R2B act,SR-BI DiI-HDL act,dFosB act
CC(CCc1ccccc1)NS(=O)(=O)c1ccccc1Cl (configuration not stated),-2.0,-9,23,3,113,11,/,-1,-4,/,-10
Fc1ccc(-c2nnn3c2nc(NCc2ccccc2)c2ccccc23)cc1,-1.9,25,27,-10,85,-13,-9,8,-6,9,1
CCN(CC)S(=O)(=O)c1ccc(N/N=C/c2cc(OC)ccc2O)nc1,-0.1,-1,-17,5,/,-59,11,1,2,-11,-4
Cc1cc2ccccn2c1C(=O)c1ccc(Cl)cc1,0.8,-7,4,-7,103,23,-1,-10,-14,1,2
CCc1nnc(NC(=O)c2cccc(C(=O)Nc3nnc(CC)s3)n2)s1,-1.8,10,-7,2,110,-53,12,-6,-3,-12,-9
CC(Sc1nnc(Cc2ccccc2)n1C)C(=O)NC1CC1 (configuration not stated),-0.5,-2,/,-7,98,0,-40,-1,-6,40,-5
CC(=O)NC1C(Oc2ccc(C=O)cc2)OC(COC(C)=O)C(OC(C)=O)C1OC(C)=O (configuration not stated),-1.1,-1,2,0,103,-2,-25,3,-4,25,1
COc1ccc(S(=O)(=O)N(CC(=O)N2CCOCC2)Cc2ccccc2)cc1,2.0,-21,-12,-21,125,15,-28,2,0,28,-1
Cc1nc2nc(NC(=O)c3ccco3)nn2c(C)c1Cl,1.5,7,-8,2,/,58,-31,1,1,31,0
COc1ccc(C2Nc3ccccc3C(=O)N2Cc2ccccc2)cc1CN1CCOCC1 (configuration not stated),1.9,-8,-1,0,108,1,12,3,3,-12,7
CCC(C)(C)n1nnnc1C(c1ccc2ncccc2c1)N1CCN(c2nc3ccccc3s2)CC1 (configuration not stated),-0.1,-8,-13,-11,103,-14,-17,-1,-10,17,-6
Cc1cc(C)n(-c2ncnc3sc4c(c23)CCCC4)n1,1.5,-3,-10,1,97,-10,-30,-3,2,30,-2
Cc1c(C(=O)OCC(=O)N2CCCC2=O)oc2ccccc12,0.7,-8,216,-4,104,4,3,0,-1,-3,-7
N#Cc1c(N2CCCC2)nc(N)c2c(N)nc(N3CCCC3)cc12,0.5,7,-19,-8,114,0,52,/,10,-52,4
COc1ccc(COCC(CC(C)C)N2CCN(C(=O)c3cccc(C(F)(F)F)c3)CCC2=O)cc1 (configuration not stated),0.9,-1,9,-2,/,-2,-12,/,-4,12,0
COc1ccc(-c2nnc(SCC(=O)Nc3ccccc3)n2C)cc1,-0.5,5,14,-6,97,-14,-20,/,-3,20,-11
COc1ccccc1C(=O)N=c1sc2c(C)ccc(OC)c2n1C,-0.6,20,3,3,91,?,/,-1,1,/,-5
Cc1ccc(NC(=O)c2ccc(Cl)cc2Cl)cc1O,-5.2,-1,24,-16,91,55,21,-1,-6,-21,2
Cc1ccc(CNC(=O)C2CCC(=O)N2C2CCCCC2)cc1 (configuration not stated),-1.9,9,11,-3,101,-6,-10,-3,1,10,-9
CC(OC(=O)c1ccc(NC(=O)CC#N)cc1)C(=O)NCCC1=CCCCC1 (configuration not stated),0.9,6,-13,-3,103,0,7,1,-5,-7,5
COc1ccc2nc(-c3ccccc3)cc(C(=O)OCC(=O)NC3CC3)c2c1,0.7,-20,/,-2,100,-28,25,-1,-7,-25,-6
CCc1ccc(S(=O)(=O)/N=C2\C=C(Nc3ccc(O)cc3)C(=O)c3ccccc32)cc1,4.6,28,-20,0,97,-99,63,29,0,-63,-14
Cn1c(C(=O)N2CCN(Cc3ccc4c(c3)OCO4)CC2)cc2sccc21,-2.0,12,-1,-14,93,7,-18,6,7,18,1
O=C(COc1ccccc1)Nc1cccc(-c2ccc(N3CCOCC3)nn2)c1,0.4,27,-6,8,103,86*,10,-7,0,-10,2
CCN(CC)S(=O)(=O)c1cccc(C(=O)OC2CCOC2=O)c1 (configuration not stated),1.7,-2,12,16,110,/,/,4,-1,/,2
O=C(Nc1ccc(F)cc1)Nc1ccc2ccccc2n1,-0.6,-5,-2,-8,99,33,-8,-5,2,8,-1
COc1cccc(CN2CCN(C(=O)Nc3ccc([N+](=O)[O-])cc3)CC2)c1,-0.9,12,4,6,100,12,16,2,4,-16,-8
Cc1ccc(C(=O)O/N=C2\CCS(=O)(=O)c3sccc32)cc1,0.6,6,6,7,92,-8,-12,-6,-1,12,3
O=C(Cc1cccc2ccccc12)NNC(=O)c1ccc(Br)o1,0.8,-1,13,-7,100,-8,-7,0,1,7,-2
CCCC(=O)NC(c1ccc(OC)c(OC)c1)c1c(O)ccc2ccccc12 (configuration not stated),-3.2,-2,-16,3,106,-10,6,4,10,-6,-4
COc1ccc(NC(=O)CC2S/C(=N\c3nccs3)N(C)C2=O)cc1 (configuration not stated),1.0,-6,2,5,78,8,25,0,1,-25,5
Cc1ccc(C)c(OCCC(=O)NNC(=O)c2cc(C)oc2C)c1,-0.2,2,9,-4,/,2,15,2,-2,-15,-11
COc1ccc2nc(NS(=O)(=O)c3ccc(NC(C)=O)cc3)sc2c1,0.0,28,-4,-11,100,-2,6,1,-4,-6,-1
O=C(c1ccc(-c2cccc(C(F)(F)F)c2)o1)N1CCN(c2ccccc2O)CC1,-0.5,2,-21,-7,108,3,16,1,-12,-16,-25
CCOCC(=O)Nc1cc(C(F)(F)F)ccc1Oc1cccc(Br)c1,-1.1,29,4,-15,109,-8,7,-2,-13,-7,5
CCCCn1c(N)c(N(CCOC)C(=O)CN(C)CC(=O)Nc2ccc(Cl)c(Cl)c2)c(=O)[nH]c1=O,0.0,0,-7,1,104,-17,19,0,-5,-19,-8
CC1(N2CCOCC2)CC2(O)C(=[N+]1[O-])CCc1c2no[n+]1[O-] (configuration not stated),-0.9,15,-5,-3,/,-8,-20,/,-13,20,-5
COc1ccc(NS(=O)(=O)c2cc(Cl)ccc2Cl)cc1S(=O)(=O)N1CCCCC1,-1.6,8,2,2,85,-2,-12,11,2,12,-12
CCc1ccc(C(C(=O)NC2CCCC2)N(CCOC)C(=O)CCC(=O)Nc2cc(C)on2)cc1 (configuration not stated),-0.6,8,-14,4,/,-6,/,-2,-6,/,-9
O=C(c1ccccc1)N1CCN(c2ncnc3sc4c(c23)CCC4)CC1,0.3,2,20,-5,/,-8,27,-1,6,/,2
Cc1ccc(C)c(OCCCCN2CCNCC2)c1C,2.1,-1,-10,-6,122,/,-42,-1,6,42,3
CN(C)c1cncc(C(=O)O)c1,1.3,-7,4,3,81,-4,-20,-1,1,20,6
COc1cccc(CNC(=O)C(c2ccc(Cl)cc2)C(C)C)c1 (configuration not stated),-2.1,8,64,3,115,2,/,-2,-11,/,-3
Fc1cccc(F)c1/C=N/N1CCOCC1,0.3,25,2,0,85,13,-19,-3,10,19,-3
O=C(Nc1nccs1)C1CC(=O)N(c2ccc(F)cc2)C1 (configuration not stated),0.2,-14,23,-5,/,-6,/,3,-5,/,2
COc1ccc(CNC(=O)CN(Cc2ccco2)C(=O)CCC(=O)Nc2ccccn2)cc1,-1.6,21,8,3,/,-5,-22,-1,-3,22,-3
CCOCc1cn(CC(=O)c2ccc([N+](=O)[O-])cc2)c(C)nc1=N,-3.7,4,240,-2,109,2,-34,-4,0,34,0
CC(C)n1c(N2CCN(S(=O)(=O)c3cccc([N+](=O)[O-])c3)CC2)nc2ccccc21,1.8,29,11,-9,111,-6,37,4,1,-37,-5
O=C1N=C(N2CCCC2)CN1c1ccccc1,-1.0,-6,-11,-8,127,2,-35,-1,-1,35,1
Cc1ccc(C)c(OC(=O)C2CSC3(C)CCC(=O)N23)c1C (configuration not stated),-1.0,4,-8,9,99,3,14,0,-12,-14,2

# Remaining list, next part
SMILES,CDK5 inh,Arrestin-AP2 inh,Mot1-301 SUMO,PKA-R1A act,DSG3 Ab inh,MITF TRPM1 HTS,SR-BI DiI inh,NSD2 HMT inh,PKA-R2B act,SR-BI DiI-HDL act,dFosB act
CN(C)c1ccc(C(=O)OCC(=O)NC2CCCCC2)cc1,-0.4,4,-4,-2,101,8,-8,-4,-14,8,-5
CCOc1ccc(C(C)NC(=O)C2CCN(S(=O)(=O)c3ccc(OC)cc3)CC2)cc1OCC (configuration not stated),-0.2,-9,/,-3,107,-7,9,2,-10,-9,-7
COc1ccc(-c2cc(=O)c3cc(OC)ccc3o2)cc1,-1.1,12,-7,-10,99,-20,-22,/,7,22,-7
COc1ccc(N2C(=S)N=C(Nc3cccc(C)c3)C23CCCCC3)cc1,-0.6,-17,-10,8,102,8,-14,1,-6,14,-2
CCOC(=O)N1CCN(C(=O)COC(=O)CNC(=O)c2ccc(OCC)c(OCC)c2)CC1,1.5,-14,/,-5,95,-3,38,-2,-15,-38,-6
O=S(=O)(c1ccc(-n2cnnn2)cc1)N(C1CCCCC1)C1CCCCC1,-3.8,0,-25,-9,/,/,4,-3,-24,-4,3
CN(CC(=O)Nc1sccc1C(N)=O)S(=O)(=O)c1ccc(Cl)cc1,1.2,-3,4,1,/,-7,-6,-3,1,6,-6
CC1CC(C)CN(CCCNC(=O)Cn2ncc3c([nH]c4ccccc43)c2=O)C1 (configuration not stated),-1.5,13,86,9,99,9,-15,-3,-3,15,-11
CS(=O)(=O)c1ccc2nc(NC(=O)Nc3ccc(Cl)c(Cl)c3)sc2c1,-1.1,3,-8,6,90,10,-32,0,-1,32,?
O=C([C@@H]1Cc2ccccc2CN1)N1CCN(Cc2ccccc2)CC1,-0.2,19,-9,-2,95,11,-16,2,-7,16,-4
NC(=O)c1ccsc1NC(=O)CSc1nnc(C2CC2)n1Cc1ccccc1,1.0,19,-2,-5,102,-4,-11,2,7,11,2
CCCOc1ccc(C(=O)N/N=C/c2ccc(-c3ccc(S(=O)(=O)Nc4ncccn4)cc3)o2)cc1,1.4,3,-20,-7,/,3,16,11,-8,-16,-8

# Rows were taken by chance. About 4.7% of those tested had a hit in this group.
